PME-1 primary = PME-1 (human) inhibition. AID 2130. inhibition, % at 5.9 µM. actives 0.53% (n = 320,000). Q9Y570. recombinant PME-1, FP-Rh probe fluorescence polarization;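 active = inhibition above the campaign mean of all compounds plus 3 SD, cut at about 26% in these data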;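 also: competitive labeling of PME-1 active site by serine hydrolase directed probe; 0% = PME-1 with DMSO and 100% = wells lacking PME-1 enzyme; inhibitors block probe labeling so polarization falls and inhibition rises; many of its hits are not listed in these tables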
PAFAH1B3 inh = blocks human PAF acetylhydrolase 1B catalytic subunit 3; actives 0.28% (n = 340,000); inhibition, % at 3.39 µM; recombinant PAFAH1B3, FP-rhodamine probe, fluorescence polarization;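 active = inhibition above the screen-wide average of all tested compounds plus 3 SD, cut at about 25% in these data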;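 also: 0% = enzyme with DMSO only and 100% = wells lacking PAFAH1B3 protein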
PAD4 inh = blocks human protein arginine deiminase 4 | Q9UM07 | recombinant PAD4, RCA probe fluorescence polarization | inhibition, % at 6.36 µM | actives 0.41% (n = 330,000) | AID 485272;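 active = percent inhibition above a cutoff equal to the mean of all tested compounds plus 3 SD, cut at about 15% in these data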;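 also: 0% = PAD4 with RCA probe and DMSO and 100% = probe without PAD4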
Target sequence (Q9UM07 whole entry, looked up): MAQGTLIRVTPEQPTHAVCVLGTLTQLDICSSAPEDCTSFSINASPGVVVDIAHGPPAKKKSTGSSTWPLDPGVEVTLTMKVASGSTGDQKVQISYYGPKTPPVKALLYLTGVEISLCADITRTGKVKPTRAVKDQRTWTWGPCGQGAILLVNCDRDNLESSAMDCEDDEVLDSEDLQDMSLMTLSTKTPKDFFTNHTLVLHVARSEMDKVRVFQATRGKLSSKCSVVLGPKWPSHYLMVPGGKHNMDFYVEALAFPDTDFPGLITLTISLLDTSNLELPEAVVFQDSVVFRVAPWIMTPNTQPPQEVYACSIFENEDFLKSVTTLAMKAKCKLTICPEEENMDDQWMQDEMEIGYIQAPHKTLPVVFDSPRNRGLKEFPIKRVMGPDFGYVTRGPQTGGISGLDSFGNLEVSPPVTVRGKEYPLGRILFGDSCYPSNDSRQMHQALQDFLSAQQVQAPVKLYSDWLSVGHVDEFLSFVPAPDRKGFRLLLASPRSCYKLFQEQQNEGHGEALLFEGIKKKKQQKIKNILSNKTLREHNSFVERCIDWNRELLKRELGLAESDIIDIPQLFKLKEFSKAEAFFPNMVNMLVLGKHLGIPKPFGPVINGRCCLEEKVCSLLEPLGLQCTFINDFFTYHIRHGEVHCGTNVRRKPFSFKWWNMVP
GSTO1 counter = counter-screen for RBBP9 inhibitors: inhibitors of human GSTO1; recombinant GSTO1, activity-based probe fluorescence polarization; inhibition, % at 5.96 µM; AID 1974; P78417; actives 1.1% (n = 300,000);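 active = inhibition above the campaign mean inhibition plus 3 SD, cut at about 35% in these data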;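 also: 0% = GSTO1-1 with DMSO and 100% = wells lacking GSTO1-1 enzyme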
Target sequence (P78417 whole entry, looked up): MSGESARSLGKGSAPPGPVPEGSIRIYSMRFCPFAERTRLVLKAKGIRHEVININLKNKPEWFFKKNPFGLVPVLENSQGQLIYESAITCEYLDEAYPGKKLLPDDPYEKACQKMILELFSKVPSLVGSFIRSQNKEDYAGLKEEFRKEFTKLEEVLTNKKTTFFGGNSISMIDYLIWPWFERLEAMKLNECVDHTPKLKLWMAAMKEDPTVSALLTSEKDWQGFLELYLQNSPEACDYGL
LYPLA1 inh = LYPLA1 (human) inhibition in PME1 counter-screen. O75608. recombinant LYPLA1, FP-Rh probe fluorescence polarization. inhibition, % at 5.9 µM. actives 0.16% (n = 320,000). AID 2174;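 active = inhibition above the mean of all tested compounds plus 3 SD, set per campaign, cut at about 14% in these data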;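 also: inhibitors block serine hydrolase probe labeling of LYPLA1 so polarization falls; 0% = enzyme with DMSO and 100% = wells lacking LYPLA1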
PAFAH1B2 inh = inhibitors of human PAFAH1B2. actives 1.2% (n = 340,000). inhibition, % at 3.39 µM. recombinant PAFAH1B2, FP-rhodamine activity probe, fluorescence polarization. AID 492953. P68402;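 active = inhibition above the mean of all tested compounds plus 3 SD, cut at about 24% in these data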;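 also: 0% = enzyme with DMSO and 100% = wells lacking PAFAH1B2; many of its hits are not listed in these tables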
pPAFAH FP inh = inhibitors of human plasma PAF acetylhydrolase (pPAFAH) | recombinant pPAFAH, FP-rhodamine probe fluorescence polarization | Q13093 | inhibition, % at 3.39 µM | actives 1.5% (n = 330,000);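 active = inhibition above the mean inhibition across the screen plus 3 SD, cut at about 25% in these data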;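 also: inhibitors block binding of the rhodamine activity-based probe so polarization drops; 0% = enzyme with DMSO and 100% = wells lacking pPAFAH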
PAFAH2 inh = inhibitors of human PAFAH2. Q99487. recombinant PAFAH2, FP-rhodamine activity probe, fluorescence polarization. actives 0.99% (n = 340,000). inhibition, % at 3.39 µM;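 active = inhibition above the mean over all tested compounds plus 3 SD, cut at about 30% in these data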;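 also: inhibitors block probe labeling of enzyme so polarization drops; 0% = enzyme with DMSO and 100% = wells lacking PAFAH2 protein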
Fam108B inh = Fam108B inhibition, counter-screen for RBBP9 inhibitors. recombinant Fam108B, FP-Rh probe fluorescence polarization. inhibition, % at 9.51 µM. actives 0.33% (n = 300,000);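 active = inhibition above the screen mean inhibition plus 3 SD, computed separately per campaign, cut at about 18% in these data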;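 also: inhibitors lower polarization as less probe binds the enzyme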
An asterisk follows results filed as active; . = no result given.

SMILES | PME-1 primary | PAFAH1B3 inh | PAD4 inh | GSTO1 counter | LYPLA1 inh | PAFAH1B2 inh | pPAFAH FP inh | PAFAH2 inh | Fam108B inh
COc1ccccc1NS(=O)(=O)c1cccc(C(=O)N2CCCC2)c1 | . | 6 | -5 | . | . | 8 | 5 | 7 | .
COc1ccc(CC(=O)Nc2ccc(S(=O)(=O)N3CCCC3)cc2)cc1OC | . | 10 | 0 | . | . | 3 | 1 | 1 | .
O=C(CCn1ccnc1)Nc1nc2ccccc2[nH]1 | -8 | 18 | -3 | 1 | 0 | 2 | 1 | 0 | -2
Cc1ccc(C2CC(c3ccc(Br)cc3)=NN2C(=O)CSC2=NN3CCCC(=O)N=C3S2)cc1 (stereo not drawn) | 2 | -8 | 0 | -6 | 0 | 2 | 5 | -13 | -1
CCCCCOc1ccc(CSC(=N)N)cc1[N+](=O)[O-] | 0 | 0 | -4 | -12 | -3 | 6 | 10 | 5 | -3
Cc1nnc(SCC(=O)NC23CC4CC(CC(C4)C2)C3)s1 | 1 | 3 | 0 | 2 | 1 | 9 | 3 | 4 | -1
O=C1NC(=S)N(C(=O)c2ccc(F)cc2)/C1=C/c1cccnc1 | -2 | . | 4 | 1 | 0 | . | 2 | . | -5
Cc1ccc(C)c(NS(=O)(=O)c2c(C)nc3sccn3c2=O)c1 | 0 | 8 | 1 | 2 | -1 | 5 | 1 | 7 | -2
Cn1nnnc1SCC(=O)Nc1cccc(S(=O)(=O)N2CCCC2)c1 | 2 | 5 | 0 | 6 | 1 | 6 | -2 | 0 | 1
Cn1/c(=N/NC(=O)c2ccccc2Br)sc2ccccc21 | -6 | 9 | 0 | -6 | 0 | 0 | 3 | 4 | -1
Brc1ccccc1-c1nnc(CSc2nncn2-c2ccccc2)o1 | -1 | 3 | 4 | -2 | -6 | -3 | 4 | 0 | -1
CC1CN(C(=O)c2cc3ccccc3cc2O)CC(C)O1 (stereo not drawn) | 0 | 4 | -3 | 13 | 0 | 3 | 0 | -1 | 1
COc1cccc(OCC(O)CN2CCC(CN3C(=O)c4cccc5cccc(c45)C3=O)CC2)c1 (stereo not drawn) | -3 | -1 | -2 | 1 | 9 | -1 | -3 | -2 | -1
COc1ccc(NC(=O)CN(C)C(=O)CSc2ccc3c(c2)OCCO3)cc1 | 4 | 5 | 5 | 3 | 1 | 5 | 3 | 3 | 0
NS(=O)(=O)c1ccc(NS(=O)(=O)c2ccc(NC(=S)Nc3ccccc3)cc2)cc1 | 5 | 0 | 4 | 5 | 3 | 4 | 2 | 2 | 5
Cc1cc(-c2ccccc2)nc(N(C)NC(=O)C2CC2)c1S(C)(=O)=O | -8 | 6 | 1 | 16 | 0 | 1 | -7 | 2 | -2
Cc1ccc(C)n1-c1nnc(N2CCC(C(=O)NCCCN3CCN(C)CC3)CC2)s1 | -6 | -5 | -1 | 2 | 0 | -1 | 0 | -6 | 2
CCCNC(=O)c1ccc2c(c1)nc(C)n2-c1cccc(Cl)c1 | -4 | 10 | -3 | 3 | 2 | 6 | 10 | -4 | -1
COc1ccc(C(C)N2CC34C=CC(O3)C(C(=O)O)C4C2=O)cc1 (stereo not drawn) | -2 | 5 | -1 | -3 | 2 | 6 | -5 | 9 | 1
O=C(COC(=O)c1cccc(O)c1)NC(=O)Cc1ccccc1 | 1 | 3 | -2 | 0 | 3 | 0 | 2 | 2 | 2
CC(C)NS(=O)(=O)c1ccc(NC(=O)C2CCCCC2)cc1 | 5 | 5 | 0 | -7 | 2 | -4 | -4 | -2 | 1
Cc1ccc(C)c2sc(N3CCN(C(=O)c4ccc([N+](=O)[O-])o4)CC3)nc12 | -1 | 1 | -3 | 10 | 2 | 1 | 5 | 0 | 0
CCC(CC)NC(=O)C1CCN(c2ccc(S(=O)(=O)N3CCOCC3)cc2[N+](=O)[O-])CC1 | 0 | 10 | 5 | . | 3 | 7 | 2 | 2 | .
CCN(Cc1ccncc1)Cc1nc(CC2CC2)no1 | -1 | 8 | -1 | 0 | -1 | 8 | 2 | 2 | 2

An excerpt from above in order of their number in PAFAH2 inh, high to low:
mol	PAFAH2 inh
COc1ccc(C(C)N2CC34C=CC(O3)C(C(=O)O)C4C2=O)cc1 (stereo not drawn)	9
COc1ccc(NC(=O)CN(C)C(=O)CSc2ccc3c(c2)OCCO3)cc1	3
Cc1cc(-c2ccccc2)nc(N(C)NC(=O)C2CC2)c1S(C)(=O)=O	2
CC(C)NS(=O)(=O)c1ccc(NC(=O)C2CCCCC2)cc1	-2
CCCNC(=O)c1ccc2c(c1)nc(C)n2-c1cccc(Cl)c1	-4
Cc1ccc(C)n1-c1nnc(N2CCC(C(=O)NCCCN3CCN(C)CC3)CC2)s1	-6

Additional compounds follow.
SMILES | PME-1 primary | PAFAH1B3 inh | PAD4 inh | GSTO1 counter | LYPLA1 inh | PAFAH1B2 inh | pPAFAH FP inh | PAFAH2 inh | Fam108B inh
c1ccc(CSC2=NCCS2)cc1 | -1 | 4 | -6 | 0 | -1 | -1 | 3 | 6 | 4
CCOC(=O)c1ccc(NC(=O)CC2C(=O)N(c3ccc(F)cc3)C(=O)N2CCCOC)cc1 (stereo not drawn) | 0 | -1 | 2 | 5 | -3 | 0 | -2 | 5 | 2
Clc1ccc(-c2cnnc(-c3ccccn3)n2)cc1 | . | 6 | -4 | . | . | 5 | -2 | 1 | .
COc1ccccc1CCNC(=O)c1csc2c1CCCC2 | 3 | 10 | -2 | 4 | 2 | 1 | 8 | 2 | -2
Cc1ccccc1C(=O)NC(=S)Nc1ccc(S(=O)(=O)N2CCN(C)CC2)cc1 | -6 | -5 | -4 | 13 | 3 | 8 | 2 | 9 | 2
NC(=O)C1CCCN(C(=O)NC2CCCCC2)C1 (stereo not drawn) | -5 | 19 | -5 | 2 | -2 | 4 | 1 | 1 | 2
Cn1ccnc1COc1ccc(/C=N/O)cc1 | -1 | 0 | 2 | 9 | -1 | 4 | 2 | 3 | -4
CCOc1ccc(NS(=O)(=O)c2ccc(C(=O)N3CCC3)cc2)cc1 | 5 | 5 | -1 | 14 | -2 | 1 | 46* | -5 | -1
COc1ccc(CCC(=O)NCc2ccccc2OC)cc1 | -4 | 8 | 3 | 3 | 1 | 3 | -3 | -7 | -1
CCOC(=O)N1CCN(c2nc(C)c3c(n2)CCCC3=O)CC1 | 1 | 10 | -3 | 7 | -2 | 6 | -1 | 1 | 1
Cc1ccc(C(=O)NC(C)c2ccncc2)o1 (stereo not drawn) | 2 | 10 | 1 | 2 | 0 | 11 | 1 | 2 | 0
CCOC(=O)N1CCN(S(=O)(=O)c2ccc(OC)c(Cl)c2)CC1 | -3 | 4 | -1 | -2 | 1 | 2 | 3 | -3 | -5

Five entries already listed, ordered by count of non-hydrogen atoms, largest number first.
SMILES | PME-1 primary | PAFAH1B3 inh | PAD4 inh | GSTO1 counter | LYPLA1 inh | PAFAH1B2 inh | pPAFAH FP inh | PAFAH2 inh | Fam108B inh
Cc1ccccc1C(=O)NC(=S)Nc1ccc(S(=O)(=O)N2CCN(C)CC2)cc1 | -6 | -5 | -4 | 13 | 3 | 8 | 2 | 9 | 2
CCOC(=O)N1CCN(S(=O)(=O)c2ccc(OC)c(Cl)c2)CC1 | -3 | 4 | -1 | -2 | 1 | 2 | 3 | -3 | -5
COc1ccccc1CCNC(=O)c1csc2c1CCCC2 | 3 | 10 | -2 | 4 | 2 | 1 | 8 | 2 | -2
NC(=O)C1CCCN(C(=O)NC2CCCCC2)C1 (stereo not drawn) | -5 | 19 | -5 | 2 | -2 | 4 | 1 | 1 | 2
c1ccc(CSC2=NCCS2)cc1 | -1 | 4 | -6 | 0 | -1 | -1 | 3 | 6 | 4

Carrying on.
SMILES | PME-1 primary | PAFAH1B3 inh | PAD4 inh | GSTO1 counter | LYPLA1 inh | PAFAH1B2 inh | pPAFAH FP inh | PAFAH2 inh | Fam108B inh
COc1ccc(Nc2n[nH]c(C)c2[N+](=O)[O-])cc1 | 2 | 6 | 2 | 5 | 2 | 0 | 4 | 0 | -1
COc1ccc(S(=O)(=O)N(Cc2ccc(OC)c(OC)c2)Cc2ccco2)cc1 | 3 | 7 | -5 | -6 | -2 | 10 | -4 | -5 | -5
COc1cc(NC(=O)N[C@@H](CCSC)C(=O)O)cc(OC)c1 | 0 | 1 | 1 | 5 | 0 | 5 | 0 | 4 | 3
O=C(O)CSc1nnc(-c2cccc(S(=O)(=O)N3CCCCC3)c2)o1 | 4 | 3 | -4 | -2 | 2 | 15 | -3 | -1 | 2
NC(=O)COC(=O)c1cc(-c2cccs2)nn1-c1ccccc1 | -3 | 7 | -2 | 5 | -1 | 3 | 3 | 16 | -2
CC1(C)CC(=O)C2=C(C1)N(Cc1ccccc1)C(=O)C2(O)C(F)(F)F (stereo not drawn) | -4 | -2 | 0 | 9 | -1 | -4 | 5 | 2 | -2
O=C(NCCCN1CCOCC1)c1cccnc1 | -7 | 0 | 0 | 2 | -1 | 5 | -1 | 4 | 0
COc1ccc(N(Cc2cc3ccc(C)cc3[nH]c2=O)C(=O)c2ccco2)cc1 | -2 | 2 | -3 | -7 | -2 | 0 | 3 | 2 | -1
CCCOc1ccc(N2C(=O)CC(N(Cc3ccco3)C(C)=O)C2=O)cc1 (stereo not drawn) | 5 | 5 | -4 | -3 | -1 | 1 | 1 | -2 | 0
Cc1ccc2cc(CN(Cc3ccco3)C(=O)c3ccccc3)c(=O)[nH]c2c1C | 9 | 5 | -2 | 5 | -2 | 4 | -1 | 2 | -1
O=C(CN1CCN(Cc2ccc(Cl)cc2)CC1)N/N=C/c1ccccc1F | 5 | 11 | -1 | -5 | -2 | 7 | 4 | 6 | 0
CCOC(=O)c1cccc(NC(=O)C2CCCN(S(=O)(=O)c3c(C)nn(C)c3C)C2)c1 (stereo not drawn) | 0 | 5 | -2 | 0 | -2 | 3 | -1 | -3 | 3
Cc1cccc(NC(=O)CSc2nnc(-c3ccco3)c(-c3ccco3)n2)c1C | 0 | 5 | -8 | 42* | -5 | 12 | 35* | 41* | 9
Cc1cc(=O)[nH]c(-c2cccnc2)n1 | -4 | -6 | -2 | 8 | 2 | 1 | 2 | 7 | 2
N#Cc1cccc(S(=O)(=O)NCCOc2ccccc2F)c1 | -1 | 5 | -6 | . | 0 | 2 | 2 | 2 | .
NC(=O)c1cc2cc(Cc3ccccc3Cl)ccc2oc1=O | 5 | 4 | -2 | 7 | 0 | 0 | 8 | 2 | -8
Cc1ccc(-n2ncc3c2CC(C)(C)CC3NC(=O)CCCN2CCCCC2=O)cc1 (stereo not drawn) | 0 | 7 | -4 | 3 | -3 | -3 | 3 | 1 | -1
C=CCOC(=O)C1=C(C)NC(SCC(=O)OCC)=C(C#N)C1c1ccc(C)cc1 (stereo not drawn) | -4 | 4 | -4 | -4 | -5 | 2 | 12 | 2 | -4
O=C(COC(=O)CN1C(=O)NC2(CCCC2)C1=O)NCc1ccc(Cl)cc1Cl | . | 5 | 0 | . | . | 6 | -5 | 5 | .

Compound activity deposited in PubChem by The Scripps Research Institute Molecular Screening Center.

This is a subset. The share of hits here may be higher or lower than overall.
